POLK inh: DNA polymerase kappa (human) inhibition. Q9UBT6. purified Pol kappa, fluorescent DNA synthesis assay, 10 min. Potency, µM (titrated, usually from 107 µM), without a hit: at the top dose activity, negative = inhibition, actives largely listed as inhibitors. 0.53% of 400,000 active. AID 588579; note: potency is the fitted concentration of half-maximal effect; % is set by controls: 0 for no effect and ±100 for the full control effect
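Enzyme at 10 nM met test compounds for 15 min at room temperature. Substrate addition (50 nM final) began the reaction, which was monitored by fluorescence at 0 and 10 min.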
Pol beta inh: DNA polymerase beta (human) inhibition; P06746; Pol beta primer extension/strand displacement, fluorescence kinetic; Potency, µM (doses to about 114 µM), inactives show top-dose activity change, negative = inhibition, usual class: inhibitors; 1.3% of 340,000 active; AID 485314; note: potency is the fitted concentration of half-maximal effect; % is set by controls: 0 for no effect and ±100 for the full control effect
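Values derive from four-parameter Hill fits of normalized kinetic data: reads at 0 and 10 min following addition of 50 nM substrate to 10 nM Pol beta preincubated 15 min with compound.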
RGS4 inh: inhibitors of human regulator of G protein signaling 4; P49798; Transcreener GDP fluorescence polarization, RGS4-accelerated GTP hydrolysis; Potency, µM (titrated, usually from 114 µM), without a hit: at the highest dose activity change, negative = inhibition, hits mostly inhibitors; 0.039% of 390,000 active; AID 504845; note: potency is the fitted concentration of half-maximal effect; % is set by controls: 0 for no effect and ±100 for the full control effect; nearly all actives have a fitted effect of over 75% in size; some results filed as inactive show a strong effect at the top dose
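MLSMR compounds (23 nl, pin-transferred) preincubated 10 min at room temperature with a 500nM (2x) first reagent, then RGS4 at 900nM (2x) plus Transcreener GDP mix added; fluorescence polarization (620/688 nm) read before and after 90 min at 30 °C.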
LDHA inh: blocks human lactate dehydrogenase A; P00338; purified LDHA, NADH/diaphorase-resazurin fluorescence; active compounds read low; activity change, % (values are at about 110 or 230 µM); 0.15% of 480,000 active; in the data active = activity change below about -30%; inconclusive = mostly about -25% to -30%;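 note: plate controls were DMSO wells for no effect and wells without enzyme for full effect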
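Remaining NADH was detected by diaphorase (0.133 mg/mL) converting 37 µM resazurin to fluorescent resorufin, read at 0 and 20 minutes. The preceding 5-minute room-temperature reaction used 2 nM LDHA, 0.2 mM sodium pyruvate and 0.06 mM NADH at pH 7.4.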
ERG Ets-DNA blk: blocks human ERG Ets domain binding to DNA; P11308; fluorescence polarization, His-ERG Ets domain / labelled DNA; Potency, µM (doses to about 76.9 µM), without a hit: top-dose FP activity, negative = inhibition, actives largely listed as inhibitors; 0.028% of 370,000 active; active = well fitted inhibition curve with a large enough effect in the polarisation, with a control signal flat; inconclusive = small, poorly fitted or top-dose-only effect, or effect the other way, or a change in a side signal; inactive = no such curve, though single readings can be large or run the other way; the % refers to the polarisation;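 note: polarization taken with two DNA probes labelled with fluorescein and Texas red; potency is the fitted concentration of half-maximal effect; % of control where 0% means no effect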
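His-tagged ERG Ets domain (1 uM in the protein solution; 300mM KCl, 50mM Tris-HCl, 1mM EDTA, 1mM DTT, pH 7.5) received compound, then a probe mix of 5 nM fluorescein-DNA and 100nM Texas-615-DNA. Fluorescence polarization was read for both dyes.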
POLH inh: DNA polymerase eta (human) inhibition; Potency, µM (highest dose often 114 µM), inactives show at the top dose activity change, negative = inhibition, actives largely listed as inhibitors; 1.2% of 390,000 active; recombinant Pol eta, fluorescent DNA replication assay; note: potency is the fitted concentration of half-maximal effect; % is set by controls: 0 for no effect and ±100 for the full control effect
Target sequence (Q9Y253 whole entry, looked up): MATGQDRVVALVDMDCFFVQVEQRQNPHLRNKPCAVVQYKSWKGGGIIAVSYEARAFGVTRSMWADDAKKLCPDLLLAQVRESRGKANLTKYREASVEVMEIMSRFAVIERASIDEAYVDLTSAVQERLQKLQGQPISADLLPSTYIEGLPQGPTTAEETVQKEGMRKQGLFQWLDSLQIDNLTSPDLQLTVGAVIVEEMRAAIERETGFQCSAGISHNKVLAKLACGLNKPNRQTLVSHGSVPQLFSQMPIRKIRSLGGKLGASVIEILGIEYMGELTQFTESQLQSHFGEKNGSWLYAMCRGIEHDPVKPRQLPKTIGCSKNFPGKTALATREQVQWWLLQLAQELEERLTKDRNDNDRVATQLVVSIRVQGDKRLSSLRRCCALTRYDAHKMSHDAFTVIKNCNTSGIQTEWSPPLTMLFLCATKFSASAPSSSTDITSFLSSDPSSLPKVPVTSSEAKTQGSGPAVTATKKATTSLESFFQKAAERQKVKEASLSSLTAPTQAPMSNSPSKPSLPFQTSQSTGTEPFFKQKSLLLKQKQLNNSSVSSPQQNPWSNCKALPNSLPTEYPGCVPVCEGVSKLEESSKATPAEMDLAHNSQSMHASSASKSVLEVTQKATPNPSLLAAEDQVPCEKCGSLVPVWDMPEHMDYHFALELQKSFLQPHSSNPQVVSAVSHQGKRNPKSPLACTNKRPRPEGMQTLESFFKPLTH
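Fluorescent replication assay: 50 nM final substrate added after a 15 min room-temperature compound preincubation with 10 nM enzyme. Signal taken at 0 min and again at 10 min.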
Apoferritin bind: binds horse apoferritin like a general anesthetic | P02791 | apoferritin/1-aminoanthracene competitive binding, fluorescence | Potency, µM (doses to about 77.5 µM), for the others: at the highest dose activity change, negative = displacement, hits mostly inhibitors | 0.074% of 350,000 active | AID 485281; note: potency is the fitted concentration of half-maximal effect; % is set by controls: 0 for no effect and ±100 for the full control effect; nearly all actives have a fitted effect of over 20% in size
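Read-out: endpoint 1-AMA fluorescence, excitation 380 nm and emission 535 nm, after compounds sit 10 min at room temperature with 10 uM horse-spleen apoferritin in 50% saturated 1-AMA/PBS. Values come from four-parameter Hill fits.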
APEX1 inh: APE1 (human) endonuclease inhibition | recombinant APE1, TAMRA/BHQ-2 abasic DNA cleavage fluorescence | Potency, µM (doses to about 65.8 µM), for inactives: top-dose activity change, negative = inhibition, actives largely listed as inhibitors | 0.35% of 350,000 active | P27695 | AID 2517;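 note: potency is the fitted concentration of half-maximal effect; plate controls were vehicle for no effect and reference inhibitor for full effect; nearly all actives have a fitted effect of over 55% in size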
Target sequence (P27695 whole entry, looked up): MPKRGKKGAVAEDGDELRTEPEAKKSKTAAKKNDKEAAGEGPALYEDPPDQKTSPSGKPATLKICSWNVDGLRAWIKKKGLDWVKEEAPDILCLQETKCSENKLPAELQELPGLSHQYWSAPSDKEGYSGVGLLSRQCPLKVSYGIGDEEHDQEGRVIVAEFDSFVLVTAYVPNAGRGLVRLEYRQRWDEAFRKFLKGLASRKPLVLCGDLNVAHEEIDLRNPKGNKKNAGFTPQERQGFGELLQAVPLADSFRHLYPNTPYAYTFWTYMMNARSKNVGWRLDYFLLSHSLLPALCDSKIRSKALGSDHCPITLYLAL
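Quantitative HTS: incision of a TAMRA/BHQ-2 double-stranded substrate bearing a tetrahydrofuran abasic site by 0.75 nM APE1 raises fluorescence. Substrate 50 nM final, added after 15 min compound preincubation at room temperature; progress as third-minus-first kinetic read difference.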
ALOX12 inh: inhibitors of human 12S-lipoxygenase ALOX12. purified 12hLO, xylenol orange hydroperoxide absorbance. 1.1% of 580,000 active. Potency, µM (top dose mostly 108 µM), without a hit: top-dose activity change, negative = inhibition, actives largely listed as inhibitors. P18054; note: potency is the fitted concentration of half-maximal effect; % is set by controls: 0 for no effect and ±100 for the full control effect
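Purified human 12hLO at 150 nM in 25 mM Hepes, 0.01% Triton X-100, pH 7.0, preincubated 15 min at room temperature with compound. Reaction started with 40 uM arachidonic acid, 30 min at room temperature. Hydroperoxide measured by Fe-xylenol orange, 573/405 nm absorbance ratio.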
An asterisk follows results filed as active; i = inactive; ? = inconclusive; / = not tested or not shown; & = joins results of further samples; [ ] = dose if it differs, or a comment. Unless noted, calls come from the whole dose curve; as a rule, active = well fitted curve in the direction sought with a large enough effect; inconclusive = small, poorly fitted or top-dose-only effect, or another doubt; inactive = no such curve, though single readings can be large; an effect the other way counts as inactive or inconclusive.

Compound	APEX1 inh	ERG Ets-DNA blk	Pol beta inh	Apoferritin bind	POLH inh	RGS4 inh	POLK inh	ALOX12 inh	LDHA inh
CN(C(=O)c1cccc(NC(=O)Cc2ccc(NC(=O)C3CCCN(C(=O)C4CC4)C3)cc2)c1)C1CCC1 (centres undefined)	/	-15%	/	/	-11%	-8%	-10%	-2%	-2
CCN(CC)C(=O)COc1ccc(/C(C)=N/Nc2ncc(Cl)cc2Cl)cc1	9%	-7%	38%	-5%	-12%	-17%	-16%	?	-8
CSc1ccccc1OCc1cc(C(=O)NCCC2CCCCO2)no1 (centres undefined)	?	-5%	4%	?	-6%	0%	-21%	-7%	-8
CC(C)(C)CN1C(=O)C(=O)NC[C@@H]1CCCCN	/	7%	/	/	-7%	4%	-11%	?	-4
COc1cccc2c(=O)c3ccccc3oc12	?	4%	28%&-1%	-2%&17%	-18%	-8%	13%&-20%	-8%	-6
Cc1ccc(S(=O)(=O)CCC(=O)OCc2nnc(-c3ccccc3)o2)cc1	-2%	5%	/	/	-22%	3%	-9%	-6%	-2
O=c1[nH]c(CN(CCO)CCO)nc2c1C1(CCCCC1)Cc1ccccc1-2	1%	-3%	15%	-16%	-13%	-35%	2%	-1%&59%	2&-9
CCC(C)c1ccccc1NC(=O)CN(CC)CC(=O)Nc1ccc2c(c1)OCCO2 (centres undefined)	-19%	-6%	/	/	-22%	-45%	-16%	207%[activator]	-4
CCC(=O)N1CCc2cc(Br)cc(S(=O)(=O)N(C)c3ccc(OC)cc3OC)c21	-5%	4%	17%	1%	-11%	-7%	-9%	-17%	3
CC1=NN(C(=O)Cn2nc([N+](=O)[O-])c(Br)c2C)C(O)(C(F)(F)F)C1 (centres undefined)	-2%	-10%	-1%	-15%	-10%	13%	-14%	-14%	-10

Eight structures out of the list, arranged by SMILES length, lowest first.
Compound	APEX1 inh	ERG Ets-DNA blk	Pol beta inh	Apoferritin bind	POLH inh	RGS4 inh	POLK inh	ALOX12 inh	LDHA inh
COc1cccc2c(=O)c3ccccc3oc12	?	4%	28%&-1%	-2%&17%	-18%	-8%	13%&-20%	-8%	-6
CC(C)(C)CN1C(=O)C(=O)NC[C@@H]1CCCCN	/	7%	/	/	-7%	4%	-11%	?	-4
CSc1ccccc1OCc1cc(C(=O)NCCC2CCCCO2)no1 (centres undefined)	?	-5%	4%	?	-6%	0%	-21%	-7%	-8
O=c1[nH]c(CN(CCO)CCO)nc2c1C1(CCCCC1)Cc1ccccc1-2	1%	-3%	15%	-16%	-13%	-35%	2%	-1%&59%	2&-9
CCC(C)c1ccccc1NC(=O)CN(CC)CC(=O)Nc1ccc2c(c1)OCCO2 (centres undefined)	-19%	-6%	/	/	-22%	-45%	-16%	207%[activator]	-4
CCC(=O)N1CCc2cc(Br)cc(S(=O)(=O)N(C)c3ccc(OC)cc3OC)c21	-5%	4%	17%	1%	-11%	-7%	-9%	-17%	3
CC1=NN(C(=O)Cn2nc([N+](=O)[O-])c(Br)c2C)C(O)(C(F)(F)F)C1 (centres undefined)	-2%	-10%	-1%	-15%	-10%	13%	-14%	-14%	-10
CN(C(=O)c1cccc(NC(=O)Cc2ccc(NC(=O)C3CCCN(C(=O)C4CC4)C3)cc2)c1)C1CCC1 (centres undefined)	/	-15%	/	/	-11%	-8%	-10%	-2%	-2

(next part)
Compound	APEX1 inh	ERG Ets-DNA blk	Pol beta inh	Apoferritin bind	POLH inh	RGS4 inh	POLK inh	ALOX12 inh	LDHA inh
COc1ccc(NC(=O)c2sc3nc(C)c(C(=O)Nc4ccc(C)cc4C)c(-c4ccccc4Cl)c3c2N)cc1	/	5%	19%	184%[activator]	-15%	5%	6%	-32%	-15
Nc1c(Cl)cc(C2=NCCn3c2c2ccc(C(F)(F)F)cc2[n+]3[O-])cc1Cl	-12%	-5%	/	/	-6%	4%	-11%	-13%	-2
CCc1ccc(C(C(=O)NC(C)(C)CC)N(Cc2ccco2)C(=O)Cn2nnc3ccccc32)cc1 (centres undefined)	13%	-4%	12%	-3%	3%	12%	-2%	-20%	-9
Cc1sc2nc(CC(=O)N3CCCC3)[nH]c(=O)c2c1C	21%	-14%	24%	-5%	2%	-26%	6%	-2%	4
CCc1cccc2c(C(=O)CCl)c[nH]c12	-5%	1%	1%[57.1 µM]	-8%	-19%	-6%	-1%	-14%	-4
O=C(Cc1ccc(NC(=O)C2CCCN(C(=O)C3CCCCC3)C2)cc1)Nc1cccc(C(=O)N2CCCC2)c1 (centres undefined)	/	0%	/	/	-8%	5%	-21%	?	-1
CCOc1ccccc1CNC(=O)CN1C(=O)c2cccnc2Oc2ccc(C)cc21	/	3%	-21%	?	-16%	17%	-14%	-3%	-1
CC(N)(Cc1ccc(O)c(O)c1)C(=O)O (centres undefined)	1.1µM*	/	5.6µM*	/	-3%[57.1 µM]	11µM*	?	/	/
CCC(=O)Nc1ccc(NC(=O)CN2CCCC(C)C2)c(Cl)c1 (centres undefined)	-1%	2%	-1%	-23%	-4%	-11%	-19%	5%	-5
Cc1cccc(OCc2occc2C(=O)Nc2cccc(-n3cnnn3)c2)c1	8%	18%	5%	?	-5%	-3%	-6%	?	-5
CC(C)(C)NC(=O)C(c1ccccc1)N(C(=O)CNC(=O)c1cccs1)c1cccnc1 (centres undefined)	16%	-4%	15%	-10%	-14%	21%	-9%	-25%	-7
C=C(C)Cn1c(Sc2nc3ccccc3[nH]2)nc2c1c(=O)[nH]c(=O)n2C	-2%	8%	2%	-11%	2%	-18%	-9%	39%[activator]	-8
Cc1ccc(SCCOCCN2CCc3ccccc3C2)cc1	2%	3%	16%	-10%	-6%	12%	-11%	?	?
COc1ccccc1S(=O)(=O)Nc1cccc(S(=O)(=O)N2CCCC2)c1	23%	-2%	/	/	-6%	12%	-21%	14%	-6
CCc1cccc(C)c1NC(=O)COC(=O)CC1CCCC1	17%	-9%	/	/	-15%	-28%	1%	?	3
COc1ccc2oc(-c3ccc(C)c(NC(=O)COc4cc(C)cc(C)c4)c3)nc2c1	/	-3%	4%	-11%	1%	11%	-10%	?	0
O=C(c1ccncc1)N1CCN(C(=O)c2cccc3ccccc23)CC1	0%	2%	-2%	-10%	-9%	-15%	4%	0%	12
C=CCn1c(SCC(=O)Nc2ncc(Cc3cc(Cl)ccc3Cl)s2)nnc1-c1ccncc1	-4%	-6%	26%	-16%	-12%	-27%	1%	2%	-4
Cc1cccc(C)c1NC(=O)COC(=O)c1ccccc1O	40%	0%	-20%	1%	-14%	-6%	-5%	-7%	-2
COc1ccc(CN2CCNC(=O)C2CC(=O)NCCc2nc(C)c(C)s2)cc1C (centres undefined)	0%	2%	7%	-8%	-19%	-38%	5%	0%	2
O=C(OCCOCCN=C1NS(=O)(=O)c2ccccc21)c1ccccc1	9%	-1%	-13%	0%	-18%	16%	-4%	-3%	-14
O=C(OCc1cc2ccccc2[nH]c1=O)C1CCCO1 (centres undefined)	7%	-2%	-11%	-6%	6%	-25%	-12%	73%[activator][57.4 µM]	-8
O=C(NCc1ccncc1)C(=O)Nc1nc2ccccc2s1	-11%	1%	-9%	-11%	-6%	15%[11.4 µM]	4%[60.1 µM]	-8%	-10
Cc1ccc(C(=O)NCCN2CCCC2)cc1	7%	-14%	-23%	6%	4%	-10%	-1%	-19%&22%	-2&-4
COc1cccc(-n2c(CNC(=O)OC(C)(C)C)n[nH]c2=S)c1	4%	-11%	-2%	-9%	9%	4%	1%	?	-2
CCCCOc1cccc(NC(=O)CSc2nccn2C)c1	4%	-4%	-22%	-2%	-13%	-1%	-7%	-9%	-6
CC1(C)C(c2ccccc2)=NC(c2ccccc2)N1O (centres undefined)	1%	2%	3%	1%	-2%	3%	-8%	-34%	-6
COc1ccc(C(=O)c2sc(Nc3ccccc3)nc2N)cc1	?	2%&4%	-10%&-6%	3%&10%	-5%&0%	-36%&12%	8%	?	0&-2&-5
CC(NC(=O)COC(=O)c1cc2ccccc2cc1O)c1ccccc1 (centres undefined)	8%	0%	/	/	-2%	5%	-21%	-28%	0
O=C(Nc1ccc2nc(SCC(=O)N3CCOCC3)sc2c1)c1cccc(Cl)c1	/	-3%	0%	-9%	-10%	?	0%	-32%	-5
CC(C)=Cc1oc2ccc([N+](=O)[O-])cc2c1N1CC(C)OC(C)C1 (centres undefined)	12%	-1%	-2%	1%	-17%	0%	7%	-15%	-5
O=CNc1cc2c(cc1Br)-c1ccccc1C2O (centres undefined)	/	18%	/	/	-7%	11%	-8%	-17%	-4
C=CCn1c(SCC(=O)N(C(C)CC)C2CCS(=O)(=O)C2)nc2ccccc2c1=O (centres undefined)	32%	4%	/	/	-13%	-12%	-18%	-15%	-4
CN(C)c1ccc(/C=C/c2cc[n+](C)cc2)cc1	-6%	/	-1%	-21%	-23%	3%	-20%	1µM*	10
O=C(NCCN1CCCCC1)c1ccc(I)cc1	-2%&-1%	/	/	-3%	/	i	10%&-9%[19.4 µM]	1%	/

Bioassay records (PubChem BioAssay)

A portion of the library, so the mix of outcomes need not match the whole.
